TGFb SMAD3 inh: TGF-b pathway inhibition. HepG2 CAGA-GFP TGF-b/SMAD3 reporter, GFP fluorescence, 18 h; TGF-beta stimulated, 500 pg/mL final. Potency, µM (top dose mostly 46.1 µM), for inactives: top-dose activity, negative = inhibition, usual class: inhibitors. 410,000 compounds, 1.2% hits; further: potency means the concentration at half of the fitted maximal effect; on the % scale 0 is the no-effect control and ±100 the full control effect; nearly all actives have a fitted effect of over 65% in size
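Per well, imaged GFP fluorescence of HEPG2 CAGA-GFP cells gives the signal; cells get compound, then TGF-beta (500 pg/mL final), 18 h at 37 degrees C; %Activity versus -TGF-beta and +DMSO controls.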
A549 tox: counter-screen for Nrf2 inhibitors: cytotoxicity in A549 cells. 390,000 compounds, 0.16% hits. A549 ARE-Fluc cells, CellTiter-Fluor viability, 18-24 h. Potency, µM (series often up to 46 µM), for the others: top-dose activity change, negative = cytotoxicity, usual class: inhibitors; further: potency means the concentration at half of the fitted maximal effect; on the % scale 0 is the no-effect control and ±100 the full control effect
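A549 ARE_Fluc cells in 5% FBS OPTI-MEM were exposed to compounds in concentration-response for 18-24 h at 37 deg C. Viability was read by CellTiter-Fluor fluorescence (Ex 405/Em 525) after 30 min, before the luciferase read.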
MmCpn inh: M. maripaludis TRiC chaperonin inhibition; 330,000 compounds, 0.031% hits; purified Mm-Cpn ATPase, ADP Transcreener TR-FRET; Potency, µM (top dose mostly 76.9 µM), for the others: top-dose activity, negative = inhibition, usual class: inhibitors; AID 504842; further: potency means the concentration at half of the fitted maximal effect; on the % scale 0 is the no-effect control and ±100 the full control effect; nearly all actives have a fitted effect of over 80% in size
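ATPase read-out: TR-FRET ADP immunoassay (anti-ADP Eu cryptate vs ADP-d2), ex 320 nm, em 590/665 nm; signal drops as ADP forms. Enzyme 25 nM, ATP 10 uM, 30 min at 37°C after 10 min compound preincubation.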
CCT chaperon mod: cytosolic chaperonin activity modulation; 360,000 compounds, 0.3% hits; AID 651819; activity change, % (test concentration not listed), hits read low; purified chaperonin ATPase assay, HTRF ADP detection, 30 min; in the data active means activity change below about -30%; further: on the % scale 0 is the no-effect control and ±100 the full control effect
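TRiC at 40 or 20 nM final (batch-dependent) in 30 mM Tris pH 7.4, 100 mM KCl, 5 mM MgCl2, 1 mM DTT, with compound at single 76 uM and 10 uM ATP, 30 min at 37 deg C. ADP detected by HTRF Transcreener, 665/615 ratio.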
Nrf2 ARE act: activators of Nrf2 (ARE) signaling | AREc32 ARE-luciferase reporter (MCF7-derived line), luminescence, 24 h | Potency, µM (highest dose often 46.1 µM), for the others: top-dose activation, actives largely listed as activators | 410,000 compounds, 0.31% hits | AID 624171; further: potency means the concentration at half of the fitted maximal effect; % of control where 0% means no effect; nearly all actives have a fitted effect of over 65% in size
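Cells of the AREc32 ARE-luciferase line are plated in OPTI-MEM containing 5% FBS and left overnight at 37 deg C. Compounds are pinned in, incubation continues 24 hr, and firefly luciferase signal is then measured.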
HepG2 tox: counter-screen for TGF-b inhibitors: cytotoxicity in HepG2 cells; 410,000 compounds, 0.76% hits; Potency, µM (highest dose often 46.1 µM), for inactives: top-dose activity change, negative = cytotoxicity, usual class: cytotoxic; HepG2 CAGA-GFP viability, ATP luminescence, 18 h; AID 588856; further: potency means the concentration at half of the fitted maximal effect; some results filed as inactive show a strong effect at the top dose
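CellTiter-Glo luminescence gave cytotoxicity after 18 hours at 37 degrees C. The cells were HepG2 CAGA-GFP in 1% FBS DMEM, stimulated with 500 pg/mL TGF-beta after compound addition. %Activity was normalised to no-cell wells (complete cell-killing) and DMSO (no toxicity), and curves were fitted and classified.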
Nrf2 inh: inhibitors of Nrf2 signaling. A549 ARE-Fluc reporter, luciferase luminescence, 18-24 h. Potency, µM (titrated, usually from 46 µM), for inactives: at the highest dose activity change, negative = inhibition, actives largely listed as inhibitors. 360,000 compounds, 2.1% hits; further: potency means the concentration at half of the fitted maximal effect; on the % scale 0 is the no-effect control and ±100 the full control effect; nearly all actives have a fitted effect of over 60% in size
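Nrf2 activity is the BugLite luminescence, read 15 min after reagent at room temperature, following CellTiter-Fluor cytotoxicity readout (30 min, 37C). Compound titrations were applied for 18-24 h to 5000 A549 ARE_Fluc cells/well in 5% FBS OPTI-MEM.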
Abeta rescue: restores growth of yeast expressing A-beta42 peptide. 410,000 compounds, 0.063% hits. yeast expressing A-beta42, growth rescue, OD600, 48 h; response scale: 0% DMSO, 100% iron-clioquinol control. Potency, µM (doses to about 46.1 µM), without a hit: at the highest dose growth rescue, actives largely listed as activators. AID 1347071; further: potency means the concentration at half of the fitted maximal effect; nearly all actives have a fitted effect of over 55% in size
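Yeast A-beta toxicity model in growth medium with pinned compounds, 48 h at 30 C; growth read as absorbance at 600 nm. Normalized to FeCl3/clioquinol equimolar mix (positive) and DMSO (negative).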
Akt phos inh: blocks phosphorylation of Akt. Neuro2A IGF-stimulated pAkt S473 HTRF, 20 min; stronger effect = lower value. activity change, % for hits at 50 µM. AID 651550. 360,000 compounds, 0.32% hits; in the data active means activity change below about -80%; inconclusive means mostly about -51% to -80%; further: on the % scale 0 is the no-effect control and ±100 the full control effect
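Single-point screen (50 µM final compound) in Neuro2A cells stimulated 20 min with 6 nM IGF at 37 deg C. After lysis, Ser473-phosphorylated Akt read by HTRF (ex 330 nm, em 615/665 nm) as the 665/615 ratio.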
* hit, by the source's call; i = inactive; ? = inconclusive; · = not tested or not shown; [ ] = remark or other dose. Unless noted, the call rests on the fitted dose curve; in most records, active means well fitted curve in the direction sought with a large enough effect; inconclusive means small, poorly fitted or top-dose-only effect, or another doubt; inactive means no such curve, though single readings can be large; an effect the other way counts as inactive or inconclusive.

A first look (11 entries):
SMILES	TGFb SMAD3 inh	A549 tox	MmCpn inh	CCT chaperon mod	Nrf2 ARE act	HepG2 tox	Nrf2 inh	Abeta rescue	Akt phos inh
O=C(O)c1cc2cc(F)ccc2[nH]1	27%	0%	1%[15.4 µM]	0.2	0.8%	-4%	2%	-20%	i
O=C(/C=C1\SC(=O)N(CC(=O)Nc2ccc(F)cc2)C1=O)Nc1ccc(Cl)cc1	-4%	0%	2%	-0.7	4.6%	8%	26%	14%	i
COc1ccc(N2CCN(C(=O)CSc3nnc4c5cc(C)ccc5n(C)c4n3)CC2)cc1	7%	24%	1%	0.3	0.2%	11%	2%	9%	i
N#Cc1c(N)n(CCc2ccc(F)cc2)c2nc3ccccc3nc12	0%	19%	-1%	1.1	3.8%	11%	?	16%	·
CC1(C)Oc2ccc3ccc(=O)oc3c2C[C@H]1O[C@@H]1O[C@H](CO)[C@@H](O)[C@H](O)[C@H]1O	-8%	-4%	-1%	-3.8	-1.2%	-2%	-2%	-11%	i
CC(C)(C)c1nnc(N/N=C/c2cc(Br)ccc2O)n(N)c1=O	?	?	0%	1.8	6.1%	-37%	?	-52%[inhibitor]	i
O=C(CCCOc1ccc(Cl)cc1Cl)N1CCN(c2ccccn2)CC1	?	6%[1.84 µM]	0%	-0.9	3.4%	-52%	-10%	-31%	i
Cc1ccc(-n2nc3c(c2NC(=O)C(C)(C)C)CSC3)c(C)c1	1%	2%	2%	-1.8	-0.4%	0%	-33%	-1%	·
O=C(N/N=C/c1c[nH]c2ccccc12)c1cc(-c2cccc3ccccc23)n[nH]1	?	1%	1%	-3.4	3.0%	-24%	?	-1%	i
O=C(OCC(=O)c1c[nH]c2ccccc12)c1ccc(Br)o1	0%	-3%	2%	-2.1	4.6%	-8%	·	17%	·
C#CCOCCOCCOCCNc1nc(N2CCN(C(=O)[C@H](CCCCN)n3cc([C@@H](N)[C@H](C)CC)nn3)CC2)nc(N2CCN(C(=O)[C@H](CCCCN)n3cc([C@@H](N)CC(N)=O)nn3)CC2)n1	21%	4%	0%	1.5	-0.6%	12%	9%	6%	i

The whole of this part, from the first entry:
SMILES	TGFb SMAD3 inh	A549 tox	MmCpn inh	CCT chaperon mod	Nrf2 ARE act	HepG2 tox	Nrf2 inh	Abeta rescue	Akt phos inh
O=C(O)c1cc2cc(F)ccc2[nH]1	27%	0%	1%[15.4 µM]	0.2	0.8%	-4%	2%	-20%	i
O=C(/C=C1\SC(=O)N(CC(=O)Nc2ccc(F)cc2)C1=O)Nc1ccc(Cl)cc1	-4%	0%	2%	-0.7	4.6%	8%	26%	14%	i
COc1ccc(N2CCN(C(=O)CSc3nnc4c5cc(C)ccc5n(C)c4n3)CC2)cc1	7%	24%	1%	0.3	0.2%	11%	2%	9%	i
N#Cc1c(N)n(CCc2ccc(F)cc2)c2nc3ccccc3nc12	0%	19%	-1%	1.1	3.8%	11%	?	16%	·
CC1(C)Oc2ccc3ccc(=O)oc3c2C[C@H]1O[C@@H]1O[C@H](CO)[C@@H](O)[C@H](O)[C@H]1O	-8%	-4%	-1%	-3.8	-1.2%	-2%	-2%	-11%	i
CC(C)(C)c1nnc(N/N=C/c2cc(Br)ccc2O)n(N)c1=O	?	?	0%	1.8	6.1%	-37%	?	-52%[inhibitor]	i
O=C(CCCOc1ccc(Cl)cc1Cl)N1CCN(c2ccccn2)CC1	?	6%[1.84 µM]	0%	-0.9	3.4%	-52%	-10%	-31%	i
Cc1ccc(-n2nc3c(c2NC(=O)C(C)(C)C)CSC3)c(C)c1	1%	2%	2%	-1.8	-0.4%	0%	-33%	-1%	·
O=C(N/N=C/c1c[nH]c2ccccc12)c1cc(-c2cccc3ccccc23)n[nH]1	?	1%	1%	-3.4	3.0%	-24%	?	-1%	i
O=C(OCC(=O)c1c[nH]c2ccccc12)c1ccc(Br)o1	0%	-3%	2%	-2.1	4.6%	-8%	·	17%	·
C#CCOCCOCCOCCNc1nc(N2CCN(C(=O)[C@H](CCCCN)n3cc([C@@H](N)[C@H](C)CC)nn3)CC2)nc(N2CCN(C(=O)[C@H](CCCCN)n3cc([C@@H](N)CC(N)=O)nn3)CC2)n1	21%	4%	0%	1.5	-0.6%	12%	9%	6%	i
CSc1ccccc1NC(=O)CSCc1nc2sc(C)c(C)c2c(=O)[nH]1	-16%	-3%	2%	-1.6	0.5%	-10%	-6%	3%	i
COc1ccc(C2CC(c3ccc(Cl)cc3)n3nc(N)nc3N2)cc1 (stereo not drawn)	-1%	8%	-3%	-1.7	0.2%	-20%	8%	4%	i
CCCCN(CCCC)Cc1cc(=O)oc2cc(C)c(Cl)cc12	1%	·	·	-0.8	6.8%	-9%	·	3%	i
COc1ccc(N(C(=O)CNC(=O)c2cccs2)C(C(=O)NCC2CCCO2)c2ccccc2)cc1OC (stereo not drawn)	-15%	-1%	2%	-1.6	0.2%	-19%	-3%	-7%	i
COc1ccc(CC(=O)NNS(=O)(=O)c2ccc(F)cc2)cc1	-3%	-1%	0%	-0.9	-0.2%	19%	-23%	0%	i
COc1ccccc1NS(=O)(=O)c1ccc(O)c(C(N)=O)c1	-5%	-3%	-3%	-3.4	0.1%	5%	-1%	0%	i
Cn1c(C(=O)N2CCCC(C(=O)c3ccc(C(F)(F)F)cc3)C2)cc(=O)n(C)c1=O (stereo not drawn)	3%	3%	1%	-0.7	-0.6%	-5%	-1%	0%	i
O=C(C[C@@H]1C/C=C/CC[C@@H](Cc2ccc(F)cc2)C(=O)OCCNC1=O)N[C@H](CO)Cc1ccccc1	-13%	3%	0%	-1.7	0.3%	-24%	-17%	-4%	i
CC1CN(C(=O)CN2C(=O)NC3(CCCCCCC3)C2=O)CC(C)O1 (stereo not drawn)	-9%	?	3%	0.0	-0.6%	-17%	14%	1%	i
COc1cc(OC)c2c(C)cc(=O)oc2c1	?	8%	2%	0.0	0.3%	-25%	·	14%	i
O=C(NCc1nnc(SCC(=O)N2CCCCC2)o1)c1ccc(F)cc1	1%	3%	2%	1.7	0.4%	-9%	3%	6%	i
C[C@H](NC(=O)C1CCN(S(=O)(=O)c2ccccc2)CC1)C(=O)NCc1cccc(C(F)(F)F)c1	-7%	6%	-1%	-0.3	-0.2%	-15%	-13%	2%	i
CC(C)[C@@H]1Cc2[nH][nH]c(=O)c2[C@H](CCc2ccccc2)O1	·	·	·	-0.3	-0.9%	·	·	-13%	i
COCc1c(C(=O)Nc2ccc(Cl)cc2F)oc2ccccc12	-18%	20%	0%	0.3	15%	-31%	?	5%	i
COc1cc(CNC(=O)c2nc(Cn3nc(C)c(Br)c3C)no2)cc(OC)c1	-6%	5%	0%	0.7	0.1%	-3%	-10%	1%	i
c1ccc(CCNc2ncnc3ccccc23)cc1	-3%	-15%	1%	-1.3	-1.4%	-12%	?	-3%	i
CSCCC(NC(=O)c1cccc([N+](=O)[O-])c1)c1nc2ccccc2[nH]1 (stereo not drawn)	-5%	-5%	5%	1.0	-0.6%	-6%	?	1%	i
O=C(CCNS(=O)(=O)c1ccccc1C(F)(F)F)NNC(=O)c1csc(N2CCOCC2)n1	-3%	3%	-2%	0.3	-0.1%	-6%	3%	12%	i
CCC1Sc2ccc(S(=O)(=O)CCC(=O)Nc3ccc(NC(C)=O)cc3)cc2NC1=O (stereo not drawn)	0%	2%	1%	-2.5	-0.3%	-1%	11%	15%	i
CCOc1cccc(C(=O)NNC(=O)C2C3C=CC(C3)C2C(=O)O)c1 (stereo not drawn)	-13%	7%	1%	-1.8	1.7%	-7%	-2%	11%	i
Cc1cc(C)cc(N2C(N)=NC(N)=NC2c2cccc(Cl)c2)c1 (stereo not drawn)	0%	-11%	2%	2.2	-0.6%	-13%	9%	-11%	i
CCCc1nn2c(=O)cc(COC(=O)c3cccc(NC(=O)CCc4ccccc4)c3)nc2s1	-2%	-2%	·	·	?	-18%	·	-20%	·
Cc1ccc(Cn2nc(C)c(NC(=O)c3cc(C)no3)c2C)cc1	2%	3%	-7%	1.0	-0.3%	2%	-50%	2%	i
Cc1cc(C)c2sc(NNC(=O)c3ccc(S(=O)(=O)N4CCc5ccccc5C4)cc3)nc2c1	?	-12%	0%	-2.5	-2.7%	-16%	?	-1%	i
C=C(C)CN1C(=O)C(O)(CC(=O)c2ccc3c(c2)OCCO3)c2ccccc21 (stereo not drawn)	-6%	-8%	-1%	-1.0	0.5%	-3%	-20%	?	i
CCc1noc(C)c1C(=O)N1CCCC(N2CCN(c3ccccc3F)CC2)C1 (stereo not drawn)	0%	6%	0%	-2.3	0.2%	-4%	17%	-3%	i
Cc1ccc(S(=O)(=O)O/N=C2\CCCc3ccccc32)cc1	6%	0%	1%	2.3	1.3%	5%	12%	3%	i
COc1ccccc1CNC(=O)CCn1c(=O)c2ccccc2n(CC(=O)Nc2ccc(Br)cc2F)c1=O	5%	8%	·	·	-0.8%	-31%	-16%	-7%	·
CCn1c(SC)nnc1-c1sc2cc(Cl)ccc2c1Cl	-29%	-17%	-4%	-20	0.0%	-2%	?	-44%[inhibitor]	i
